Cneo AK release: Cryptococcus neoformans lysis via adenylate kinase release. C. neoformans lysis, adenylate kinase release luminescence, 4 h; normalised: neutral wells 0, clomiphene wells 100. lysis activity, % at 15 µM. hit rate 0.2% among 360,000;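 active = mean lysis activity across replicates of at least 80%, whatever share of replicates individually reach that level; inactive = mean lysis activity below 80%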
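Material – log-phase Cryptococcus neoformans yeast cells · Input – 5 × 10^6 yeast cells/mL · Medium – fresh YPD growth medium · Doses – single compound concentration per well · Timing – static 4 h at 37 °C with compound, 1 h detection · Detection – adenylate kinase release luminescence · Read-out – signal increase indicating cell lysis · Control set – Clomiphene as positive lysis control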
miR122 inh: blocks miR-122 activity in Huh7 sensor cells. Huh7 miR-122 Renilla luciferase sensor, 48 h; neutral wells = 0, positive control = 100. activation (reporter increase), % at 12.5 µM. hit rate 0.3% among 340,000. AID 602342;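 active = mean replicate activation score at least 90 and every replicate individually at or above 90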;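 also: higher luciferase means less miR-122 activity so hits act as miR-122 inhibitors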
EWS-Fli block: blocks EWS/Fli oncoprotein-driven transcription | A673 NR0B1-luciferase reporter, viability-normalised | inhibition, % at 12.6 µM | hit rate 0.67% among 350,000;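 active = mean inhibition of at least 50% after viability correction, with every replicate also passing that limit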;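 also: firefly luciferase signal divided by Alamar Blue viability fluorescence both relative to DMSO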
PGC1a acetyl inh: modulators of PGC1a acetylation; hit rate 0.17% among 350,000; inhibition, % at 15.6 µM; U2OS PGC1a acetylation, AlphaScreen anti-acetyl-lysine; with virally co-expressed GCN5 acetyltransferase; AID 651687;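 active = every replicate shows inhibition of at least 40%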;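 also: 0% = neutral control wells and 100% = positive control wells; some results beyond the cut were filed as inactive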
FN deposition inh: fibronectin deposition inhibition. AH1F fibroblasts, Alexa488-fibronectin deposition fluorescence, overnight. inhibition, % at 12.6 µM. hit rate 0.086% among 350,000;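 active = mean inhibition across replicates of 30% or more, regardless of how many single replicates reach that level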;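 also: positive control wells lacked labelled fibronectin entirely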
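Test system: AH1F fibroblast monolayer depositing Alexa488-labelled fibronectin into matrix. Input: 10000 cells per well. Technique: fluorescence, ex 485 nm, em 525 nm. Buffer or medium: DMEM plus 2% serum, read in PBS. Timing: 1 h cell adhesion before compound, then overnight fibronectin incubation. Compound: single dose, pinned. Read-out basis: inhibition from reduced deposited-fibronectin fluorescence.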
Casp6 inh: caspase-6 (human) enzyme inhibition. hit rate 0.53% among 350,000. inhibition, % at 12.5 µM. P55212. purified caspase-6, Z-VEID-R110 cleavage fluorescence;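 active = mean inhibition across replicates at least about 35%, with every replicate also reaching that limit, limit read from the data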;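 also: 0% = median of neutral control wells and 100% = no fluorescence left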
Target sequence (P55212 24-179 limits assumed): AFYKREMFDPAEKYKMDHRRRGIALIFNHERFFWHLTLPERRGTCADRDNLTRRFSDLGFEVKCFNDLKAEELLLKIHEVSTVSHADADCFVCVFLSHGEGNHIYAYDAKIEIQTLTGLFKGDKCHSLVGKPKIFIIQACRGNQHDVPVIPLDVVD
Target sequence (P55212 194-293 limits assumed): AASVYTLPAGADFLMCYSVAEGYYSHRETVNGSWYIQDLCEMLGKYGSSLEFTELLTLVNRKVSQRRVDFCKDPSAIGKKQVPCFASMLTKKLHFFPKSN
LGR2 antag: Drosophila LGR2 receptor signaling inhibition; hit rate 0.35% among 380,000; inhibition, % at 9.99 µM; HEK293 LGR2, CRE-luciferase, bursicon-stimulated, 4 h;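 active = drop in luminescence signal, shown as inhibition above about 50% in the replicate tests, limit read from the data, passing the limit was not always enough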;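 also: agonist challenge used bursicon conditioned medium at about half maximal strength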
PAX8 inh HTS: PAX8 transcriptional activity inhibition; RMG-I TPO-luciferase reporter, SteadyGlo, 24 h; inhibition, % at 12.6 µM; hit rate 1.2% among 360,000;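 active = mean replicate inhibition at least 60% with every replicate also reaching 60%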;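 also: luciferase light reporting Pax8 driven TPO promoter activity; plate controls were median of neutral control wells for no effect and mitoxantrone controls for full effect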
Numbers without * were called inactive; / = no result given; [ ] = another dose, or the depositor's remark. Rows were taken by chance; overall some 2.5% were active at least once.

SMILES | Cneo AK release | miR122 inh | EWS-Fli block | PGC1a acetyl inh | FN deposition inh | Casp6 inh | LGR2 antag | PAX8 inh HTS
COC(=O)[C@]12CCCCC=C1N(CCC1=CCCCC1)C(=O)[C@H](CC(=O)NCc1cccs1)C2 | / | / | 9.0 | / | -16.2 | 1.3 | 5.9 | 15.2
COc1ccc(CC(=O)NCC2CCN(C(=O)C(=O)c3cc4ccccc4o3)CC2)cc1 | / | / | -7.0 | / | 11.9 | -4.2 | -10.5 | 4.0
C[C@@H]1CN([C@H](C)CO)C(=O)c2ccccc2-c2ccccc2CO[C@H]1CN(C)C(=O)Nc1cccc(C(F)(F)F)c1 | -3.1 | / | 3.2 | -0.5 | 1.7 | 0.1 | 1.8 | -0.9
CCOC(=O)c1c(NC(=O)CSc2nnc(C)s2)sc2c1CCCCC2 | 3.9 | -9.2 | / | -36.9 | -3.4 | / | / | 2.0
C/C=C/c1ccc([C@@H]2[C@@H](CO)N3CCCCN(C(=O)Nc4ccccc4F)C[C@H]23)cc1 | -1.0 | -28.5[16.7 µM] | -4.3 | 0.9 | / | -1.8 | 2.7 | -29.0
O=C(NCC1CCCO1)c1cccc(-n2cnnn2)c1 (centres undefined) | 2.1 | -5.2 | / | 2.4 | 9.4 | / | / | 15.2
Cc1ccc(S(=O)(=O)Nc2cccc3c2O[C@@H](CN(C)S(=O)(=O)c2cccs2)[C@@H](C)CN([C@@H](C)CO)C3=O)cc1 | 23.8 | 16.9[16.7 µM] | -12.7 | -1.7 | / | -4.2 | -0.5 | -1.2
CC=Cc1ccc2n(c1=O)C[C@@H]1[C@@H](CO)[C@H](C(=O)NC3CCC3)[C@H]2N1Cc1ccccc1 (mixture of isomers) | 1.9 | 5.2[16.7 µM] | -1.2 | / | / | -1.8 | -3.1 | -5.7
Cn1cc(S(=O)(=O)Nc2cccc(F)c2)c(=O)n(C)c1=O | 3.0 | / | -1.7 | / | -1.9 | -2.0 | -15.0 | 2.0
COc1ccc(NC(=O)c2ccc(-n3cncn3)c([N+](=O)[O-])c2)cc1 | -0.4 | 2.2 | -5.0 | 1.5 | -36.5 | -0.3 | -7.2 | -7.7
Cc1onc(-c2ccccc2)c1-c1nnc(CN2CCN(S(=O)(=O)c3ccccc3F)CC2)o1 | -0.2 | -10.7 | 11.7 | 2.6 | 3.7 | 0.4 | -18.2 | 32.6
CCOc1ccccc1NC(=O)C(CC)Sc1nc2ccsc2c(=O)n1CCC(=O)O (centres undefined) | -17.3 | -6.7 | / | -19.2 | -11.1 | -1.7 | 7.6 | -12.5
Nc1ccccc1-c1ccccc1N | / | / | -5.4 | / | -1.6 | 1.0 | / | -7.4
Cc1ccccc1CCNC(=O)CCn1nc(C)c2c(C)n(-c3ccccc3)nc2c1=O | 5.7 | 0.7 | / | -8.6 | -0.5 | 0.2 | -2.3 | -1.8
Cc1cccc(C)c1NC(=O)c1ccccc1C(=O)O | 1.6 | 2.9 | -2.2 | 1.5 | 5.4 | -7.3 | 0.4 | /
CCOc1cc(N2CCOCC2)c(OCC)cc1NC(=O)CN1C(=O)NC2(CCc3ccccc32)C1=O (centres undefined) | -1.7 | -11.5 | / | -8.8 | 11.4 | / | / | 15.9
O=C(CSc1nc2ccc(Cl)cc2[nH]1)c1cccs1 | / | 25.6 | -105.0 | / | 8.1 | 6.1 | -54.6 | -12.5
CN(C)CCCC(C)(O)C(Cc1ccccc1)c1ccccc1 (centres undefined) | 7.2 | -3.0 | -4.4 | 1.0 | 7.8 | -3.6 | -9.6 | 5.3
CC1Cc2cc(S(=O)(=O)N3CCN(c4ccccc4F)CC3)ccc2N1C(=O)C1CC1 (centres undefined) | 8.5 | -2.4 | 3.3 | -4.7 | -3.1 | 1.2 | -11.5 | 20.9
COc1ccc(NC(=S)Nc2ccccc2SC)c(OC)c1 | / | / | -4.2 | / | -3.9 | -0.6 | -51.5 | -2.7
Cc1ccc(NC(=S)NCCN2CCOCC2)cc1C | 9.3 | -4.2 | / | 6.5 | 9.5 | / | / | /
CN1N=C(C(C)(C)C)CC1=O | / | / | -5.6 | / | 1.4 | 5.0 | 4.1 | 20.7
O=C(N[C@H]1CC[C@H](CCNC(=O)c2cnccn2)O[C@H]1CO)c1ccc2c(c1)OCO2 | 10.8 | 5.4[16.7 µM] | -1.4 | 1.6 | -10.9 | 1.4 | 6.8 | -5.8
CC1CN(Cc2cn(C)nc2-c2ccc(Oc3ccccc3)cc2)CCN1C (centres undefined) | -3.6 | 0.3 | 10.5 | 2.0 | -11.4 | -1.5 | / | -4.6
CCN(CC(=O)Nc1ccccc1OC)C(=O)C1CCCC1 | -0.9 | / | -3.9 | / | -2.8 | 2.1 | 4.5 | 8.4

An excerpt of these results, with values under each structure:
Each structure is followed by: Cneo AK release, miR122 inh, EWS-Fli block, PGC1a acetyl inh, FN deposition inh, Casp6 inh, LGR2 antag, PAX8 inh HTS
C/C=C/c1ccc([C@@H]2[C@@H](CO)N3CCCCN(C(=O)Nc4ccccc4F)C[C@H]23)cc1
→ -1.0, -28.5[16.7 µM], -4.3, 0.9, /, -1.8, 2.7, -29.0
CCN(CC(=O)Nc1ccccc1OC)C(=O)C1CCCC1
→ -0.9, /, -3.9, /, -2.8, 2.1, 4.5, 8.4
COC(=O)[C@]12CCCCC=C1N(CCC1=CCCCC1)C(=O)[C@H](CC(=O)NCc1cccs1)C2
→ /, /, 9.0, /, -16.2, 1.3, 5.9, 15.2
Cc1ccccc1CCNC(=O)CCn1nc(C)c2c(C)n(-c3ccccc3)nc2c1=O
→ 5.7, 0.7, /, -8.6, -0.5, 0.2, -2.3, -1.8

Additional compounds.
SMILES | Cneo AK release | miR122 inh | EWS-Fli block | PGC1a acetyl inh | FN deposition inh | Casp6 inh | LGR2 antag | PAX8 inh HTS
COc1ccc(-c2sc3ccc(N4CCOCC4)cc3c2C#CC2(O)CCCCC2)cc1 | -0.8 | 3.8 | 23.9 | -4.5 | -5.4 | -1.1 | -5.3 | 25.0
CO[C@H]1CN(C)C(=O)c2cc(NC(=O)c3cc(C)on3)ccc2OC[C@H](C)N(C(C)=O)C[C@@H]1C | 0.3 | -7.1[16.7 µM] | 7.7 | 4.5 | 8.1 | -0.3 | 0.8 | /
O=S(=O)(Nc1cccc(S(=O)(=O)N2CCCCC2)c1)c1ccccc1F | 0.7 | 9.9 | -14.3 | -27.6 | -3.0 | 1.7 | / | -13.2
CCC(CC)NC(=O)COC(=O)c1cccc(C)c1O | -1.0 | -4.4 | / | 2.6 | -1.7 | -1.1 | -18.0 | -11.3
Cc1ccc(-c2ccc(CN3C(C(C)C)C(=O)N(Cc4cn(CC5CCCCC5)nn4)CCS3(=O)=O)cc2)cc1 (centres undefined) | -2.4 | -6.3 | 15.4 | -10.9 | 4.0 | 0.7 | 7.2 | 7.0
CC(=O)Nc1ccc(CN2CCN(CCC(C)C)C(CCO)C2)cc1 (centres undefined) | 8.1 | -8.9 | -8.3 | 7.6 | -3.5 | / | -2.1 | 39.4
Cc1c(-n2c(SCC(=O)C(C)(C)C)nc3ccccc3c2=O)c(=O)n(-c2ccccc2)n1C | 1.0 | -6.6 | -7.9 | -6.7 | / | -0.8 | 7.3 | 5.3
Cc1cc(C)nc(SCc2cn3cc(Cl)ccc3n2)n1 | 0.6 | -2.7 | -3.3 | 2.2 | 5.0 | -0.3 | / | 33.0
CC(NC(=O)CCc1nnc(C2CCCCC2)o1)c1ccc(F)cc1 (centres undefined) | / | / | -15.0 | / | / | -0.4 | 10.4 | 6.1
CO[C@H]1CN(C)C(=O)c2ccc(NC(=O)C3CCCCC3)cc2OC[C@H](C)N(C)C[C@H]1C | 5.4 | 9.1[16.7 µM] | -0.4 | -3.8 | 6.5 | -3.6 | -24.7 | /
CC(C)C(=O)Nc1ccc2c(c1)C(=O)N(C)[C@@H]1CC[C@@H](CC(=O)NCCCN(C)C)O[C@H]1CO2 | -8.5 | 13.3[16.7 µM] | -14.0 | 0.4 | 1.6 | / | -4.0 | -14.1
COc1ccc(CN2C(=O)c3ccccc3C2=O)cc1C(=O)OC(C)C(=O)NC(N)=O (centres undefined) | / | / | -2.1 | / | -1.2 | 1.9 | -4.0 | -3.4
O=[N+]([O-])c1ccc(F)c(CN2CCN(c3ncc(Cc4ccccc4)cn3)CC2)c1 | / | / | 4.1 | / | 3.7 | 4.0 | 21.2 | -12.3
Cc1cc(NS(=O)(=O)c2ccc(NC(=O)c3ccco3)cc2)nc(C)n1 | 15.2 | 1.8 | / | 2.9 | 17.0 | / | / | -15.3
Cc1ccc(C)c(OCC(=O)Nc2cccc(S(=O)(=O)NC3=NCCCCC3)c2)c1 | 2.8 | / | / | -9.0 | / | 3.2 | 3.7 | -19.2
COc1ccc(-c2nc(CS(=O)(=O)CC(=O)NCCc3ccccc3)c(C)o2)cc1 | 1.0 | -6.3 | 0.7 | 1.1 | 1.5 | 2.1 | 17.4 | 4.0
CN1CCCC(OC(=O)c2ccccc2F)C1 (centres undefined) | -2.7 | 5.6 | -2.0 | 28.7 | -7.1 | -0.1 | 0.7 | 6.2
COc1ccc(C(Cl)=C(c2ccc(OC)cc2)c2ccc(OC)cc2)cc1 | -3.1 | 3.6 | 5.5 | -9.1 | 0.2 | 1.8 | 6.1 | 10.4
COc1ccc2c3c([nH]c2c1)[C@H](CO)N(Cc1nccs1)CC31CCN(Cc2cccnc2)CC1 | / | / | 7.6 | 2.4 | -4.4 | 1.9 | 22.1 | /
CCOc1ccccc1NC(=O)C1=C(C)NC(=O)NC1c1cccc(OC)c1OC (centres undefined) | 1.3 | -6.0 | 7.5 | -4.8 | / | 1.5 | 8.2 | /
CC(C(=O)OCC(=O)Nc1ccccc1OC(F)F)N1C(=O)C2CC=CCC2C1=O (centres undefined) | -0.9 | -0.2 | 0.3 | / | -2.5 | -2.3 | 19.5 | 1.3
COC(=O)COc1ccc(S(=O)(=O)Nc2ccc(NC(C)=O)cc2)cc1 | 1.8 | 4.7 | / | 2.7 | -8.3 | / | -7.4 | /
O=C(Cc1ccccn1)N[C@@H]1CC[C@H](CCNC(=O)c2cc(Cl)cc(Cl)c2)O[C@H]1CO | -1.3 | -6.6[16.7 µM] | -0.4 | 7.9 | 3.1 | 0.2 | 3.1 | 4.1
COC1CCCCC1NS(=O)(=O)c1ccccc1 (centres undefined) | 12.2 | 3.8 | / | 5.8 | / | / | 25.3 | /
COc1ccccc1N(CCC#N)C(=S)Nc1ccc(S(=O)(=O)N2CCOCC2)cc1 | 0.3 | 0.0 | -3.7 | -9.0 | -3.7 | 1.6 | -1.9 | 12.9
S=c1[nH]nc(-c2cc(-c3ccccc3)n[nH]2)n1/N=C/C=C/c1ccco1 | 1.6 | -2.7 | 2.8 | -2.4 | 3.8 | 10.9 | 4.2 | 8.6
Cc1noc(C)c1NC(=O)N(C)C[C@H]1OCCCC[C@@H](C)Oc2ccc(NS(=O)(=O)c3ccccc3)cc2C(=O)N([C@@H](C)CO)C[C@H]1C | -1.3 | 8.7[16.7 µM] | -4.3 | 9.6 | -14.8 | 2.2 | -0.1 | -33.6
Cn1cnc(S(=O)(=O)N2CCCCN3[C@@H](CO)[C@H](c4ccc(C#CC5CCCC5)cc4)[C@@H]3C2)c1 | 0.8 | 4.0[16.7 µM] | 1.6 | -6.0 | / | -1.1 | -4.2 | -11.3
O=S1(=O)C[C@@H]2N=C(N/N=C/c3ccccc3)S[C@@H]2C1 | / | / | 2.8 | / | -10.7 | 1.7 | -1.4 | -5.2
